# Rv3671c inh: Rv3671c serine protease inhibitors, primary screen, biochemical, fluorescence polarization, M. tuberculosis H37Rv; P9WHR9; inhibition, % at 5.96 µM; actives 0.048% (n = 320,000); in the data active means inhibition above about 38%;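 further: extracellular domain of Rv3671c used as enzyme; 0% = enzyme with DMSO and 100% = no enzyme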
# Target sequence (P9WHR9 whole entry, looked up, the tested form may be a part): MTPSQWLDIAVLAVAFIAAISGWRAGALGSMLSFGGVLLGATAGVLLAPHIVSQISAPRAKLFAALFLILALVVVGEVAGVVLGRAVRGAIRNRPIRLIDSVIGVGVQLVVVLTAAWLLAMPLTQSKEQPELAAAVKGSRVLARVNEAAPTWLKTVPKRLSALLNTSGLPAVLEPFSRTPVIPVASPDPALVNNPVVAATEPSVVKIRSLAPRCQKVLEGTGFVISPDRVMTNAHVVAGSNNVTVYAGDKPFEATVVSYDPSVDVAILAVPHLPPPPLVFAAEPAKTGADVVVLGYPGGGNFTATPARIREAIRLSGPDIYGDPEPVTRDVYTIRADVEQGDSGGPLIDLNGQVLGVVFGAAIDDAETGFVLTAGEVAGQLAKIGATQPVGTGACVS
# PrPC surface inh: inhibitors of human cell surface prion protein PrPC, primary screen, cell-based, TR-FRET; inhibition, % at 13.8 µM; actives 0.43% (n = 370,000); Major prion protein (Homo sapiens), P04156; TR-FRET read-out; in the data active means inhibition above about 24%; further: 0% = median of the test wells and 100% = reference compound wells
# FadD28 FP inh: inhibitors of FadD28 bisubstrate probe binding, primary screen, biochemical, fluorescence polarization, single point; Mycobacterium tuberculosis FadD28 fatty-acid-AMP ligase; inhibition, % at 12.5 µM; actives 0.22% (n = 360,000); in the data active means inhibition above about 8.5%, passing the limit was not always enough; inconclusive means no clear call, values can overlap the other calls
# GDH-TPI counter: GDH-TPI coupling enzyme inhibitors, primary screen, artefact control for M. tuberculosis FBA inhibitor project, biochemical, absorbance, full deck. GDH-TPI coupled enzyme counterscreen, NADH absorbance. inhibition, % at 4.8 µM. actives 1.2% (n = 360,000); in the data active means inhibition above about 30%;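 further: 0% = DMSO wells and 100% = wells lacking the enzyme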
# Mtb UGM inh: M. tuberculosis UGM enzyme inhibitors, primary screen, biochemical, fluorescence polarization, single point. UDP-galactopyranose mutase (Mycobacterium tuberculosis (strain ATCC 25618 / H37Rv)), …. purified UGM, fluorescence polarization probe displacement. inhibition, % at 10 µM. actives 0.06% (n = 320,000); in the data active means inhibition above about 10%, passing the limit was not always enough; inconclusive means no clear call, values can overlap the other calls
# Target sequence (P9WIQ1 whole entry, looked up): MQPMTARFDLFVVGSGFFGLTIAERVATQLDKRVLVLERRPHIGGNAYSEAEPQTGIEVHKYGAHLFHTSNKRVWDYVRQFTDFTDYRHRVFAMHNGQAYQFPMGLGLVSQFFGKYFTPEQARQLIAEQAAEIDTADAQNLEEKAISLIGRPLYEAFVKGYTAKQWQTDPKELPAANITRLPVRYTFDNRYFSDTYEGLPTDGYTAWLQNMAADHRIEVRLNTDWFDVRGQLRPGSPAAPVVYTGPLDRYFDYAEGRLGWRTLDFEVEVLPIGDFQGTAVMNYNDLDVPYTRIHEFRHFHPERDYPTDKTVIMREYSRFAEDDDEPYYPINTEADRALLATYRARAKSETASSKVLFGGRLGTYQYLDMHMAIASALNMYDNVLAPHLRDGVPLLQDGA
# FBA Mtb inh: Mtb FBA enzyme inhibitors, primary screen, biochemical, fluorescence, strain H37Rv. Fructose-bisphosphate aldolase (Mycobacterium tuberculosis (strain ATCC 25618 / H37Rv)), …. purified M. tuberculosis FBA, fluorescence read-out. inhibition, % at 1 µM. actives 2.3% (n = 360,000); in the data active means inhibition above about 27%;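 further: 0% = vehicle and 100% = reference inhibitor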
# MazF activator: activators of E. coli MazEF toxin-antitoxin RNase, primary screen, biochemical, fluorescence, uHTS. FAM/BHQ RNA-DNA oligo cleavage fluorescence, 5 h. activation, % at 20 µM. AID 504720, 2011. actives 0.32% (n = 350,000). Endoribonuclease toxin MazF (Escherichia coli (strain K12)), P0AE70; in the data active means activation above about 50%
# Target sequence (P0AE70 whole entry, looked up): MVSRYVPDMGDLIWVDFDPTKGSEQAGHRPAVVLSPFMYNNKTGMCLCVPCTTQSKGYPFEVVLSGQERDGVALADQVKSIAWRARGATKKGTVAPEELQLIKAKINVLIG
# BoNT F protease: BoNT/F light chain protease inhibitors, primary screen, biochemical, flow cytometry, MLPCN library. Botulinum neurotoxin type F light chain protease (Clostridium botulinum). Multiplex microsphere protease cleavage assay. inhibition, % at 10 µM. actives 0.22% (n = 360,000); in the data active means inhibition above about 35%, passing the limit was not always enough; inconclusive means no clear call, values can overlap the other calls; further: plate controls were buffer without enzyme for full effect and enzyme alone for no effect
# BioA inh: M. tuberculosis BioA enzyme inhibitors, primary screen, biochemical, plate reader, single point, HTS; 7,8-diaminopelargonic acid synthase BioA (Mycobacterium tuberculosis); purified M. tuberculosis BioA enzyme; inhibition, % at 9.99 µM; actives 0.096% (n = 360,000); in the data active means inhibition above about 40%; inconclusive means no clear call, values can overlap the other calls
# * hit, by the source's call; ? = inconclusive; / = not tested or not shown.
1	O=C(N1CCN(Cc2ccccc2)CC1)C(Cl)(Cl)Cl
2	COc1ccc(CNC(=O)c2c[nH]c3c(OC)cc(OC)cc3c2=O)cc1
3	Cn1c(SCc2ccc(F)cc2)nnc1-c1ccncc1
4	CCn1c(Oc2cccc(Br)c2)nc2c1c(=O)n(C)c(=O)n2C
5	O=C(NCCC1CCCC1)c1cccs1
6	CC(Cc1nnc(SCC(=O)O)n1N)c1ccccc1 (stereo not given)

Assay by compound,1,2,3,4,5,6
Rv3671c inh,-6.3,0.3,/,1.8,8.7,3.7
PrPC surface inh,-1.6,4.4,-1.6,6.8,-1.2,4.2
FadD28 FP inh,-1.7,-1.5,/,-1.3,-0.1,0.6
GDH-TPI counter,-11.5,18.8,8.3,-1.5,9.8,8.6
Mtb UGM inh,1.0,0.6,-0.5,-0.6,3.9,-0.8
FBA Mtb inh,-6.3,34.8*,1.3,-1.5,-0.1,5.6
MazF activator,-0.9,11.0,-10.0,7.4,8.7,10.1
BoNT F protease,-3.4,-21.1,6.3,?,?,-18.3
BioA inh,/,-2.3,3.3,22.3,-0.6,0.0

7	COc1ccc(NC(=O)c2ccco2)c([N+](=O)[O-])c1
8	CCOc1ccccc1Nc1ccnc2cc(Cl)ccc12
9	COc1cccc(NC(=O)C2(C)CCN2Cc2cccc(OC)c2F)c1 (stereo not given)
10	Cc1ccc(NS(=O)(=O)c2ccc(C(=O)N3CC(C)OC(C)C3)cc2)cc1 (stereo not given)
11	Cc1[nH]nc2c1C(c1ccc(F)cc1)C(C#N)=C(N)O2 (stereo not given)
12	O=C(CNc1ccc(Br)cc1)c1ccc(Br)s1

Assay by compound,7,8,9,10,11,12
Rv3671c inh,0.1,1.9,/,-9.2,-4.2,-2.8
PrPC surface inh,-32.1,-2.2,9.0,4.5,2.2,7.0
FadD28 FP inh,-2.1,-1.1,-3.0,-1.7,-3.1,/
GDH-TPI counter,14.8,3.5,5.5,-1.4,-4.5,5.9
Mtb UGM inh,/,2.7,/,0.1,1.5,0.1
FBA Mtb inh,-0.8,0.1,2.3,0.8,4.6,0.8
MazF activator,3.2,-6.5,/,1.7,3.1,9.4
BoNT F protease,14.5,6.2,4.3,3.0,-13.2,6.1
BioA inh,2.6,-3.2,-1.8,-1.3,-0.9,/

13	O=C(c1cccc(C(F)(F)F)c1)N1CCCCCC1
14	CSc1ccc(CN2CCN(C3CCCC3)C(CCO)C2)cc1 (stereo not given)
15	COc1ccc(CCNC(=O)c2cnn3ccccc23)c(OC)c1OC
16	Cc1cc([N+](=O)[O-])nn1CC(=O)Nc1c(C)n(C)n(-c2ccccc2)c1=O
17	O=C1N=C(N2CCN(c3ccccc3)CC2)S/C1=C/c1cccs1
18	Cc1noc(C)c1CCC(=O)N1CCCC(N2CCN(c3ccc(F)cc3)CC2)C1 (stereo not given)

Assay by compound,13,14,15,16,17,18
Rv3671c inh,-2.4,-2.5,9.2,-0.7,0.1,2.3
PrPC surface inh,-1.6,-7.6,-6.0,-6.3,1.3,-2.9
FadD28 FP inh,1.4,-2.5,-6.4,1.2,-2.8,-3.2
GDH-TPI counter,-15.2,1.9,-3.4,2.4,25.8,-6.3
Mtb UGM inh,-1.4,-2.4,-0.4,1.0,3.6,-1.6
FBA Mtb inh,4.9,-0.5,5.3,2.2,33.8*,1.7
MazF activator,6.6,-2.7,6.8,-7.1,10.0,4.3
BoNT F protease,-15.9,3.1,-1.4,-10.7,-3.7,1.4
BioA inh,0.3,-0.4,3.2,/,/,1.6

19	CC(Sc1cccc[n+]1[O-])C(=O)NC1CCCCC1C (stereo not given)
20	Cn1c(CC(=O)NC(C)(C)CO)c(Sc2ccccc2)c2ccccc21
21	C[C@@]12C(=O)Nc3cc(Cl)ccc3C(=O)N1[C@H]1c3ccccc3OC[C@@H]1[C@@H]2c1ccccc1
22	CC(=O)c1cccc(OCc2cc(C(=O)N3C[C@@H](C)O[C@@H](C)C3)no2)c1
23	COc1cc(Nc2ccn3nc(-c4ccc(F)cc4)cc3n2)cc(OC)c1OC
24	Fc1ccc(Cn2nnnc2CN2CCc3ccccc3C2)cc1

Assay by compound,19,20,21,22,23,24
Rv3671c inh,0.9,-1.4,-37.5,5.9,/,-2.1
PrPC surface inh,-4.7,0.4,/,0.8,-2.9,1.2
FadD28 FP inh,0.4,-2.3,-5.2,-3.2,-5.1,-0.8
GDH-TPI counter,2.5,6.1,2.2,3.0,13.7,2.9
Mtb UGM inh,1.9,-1.0,-0.9,0.3,/,-1.1
FBA Mtb inh,0.0,5.2,0.6,-1.0,2.1,0.2
MazF activator,-2.2,-3.8,-1.6,4.6,/,0.4
BoNT F protease,2.1,-3.0,-9.0,4.0,-0.8,-5.3
BioA inh,0.0,-2.1,-0.1,2.4,-0.4,3.7

25	Nc1ccn(CC(=O)NCc2ccc3[nH]ccc3c2)c(=O)n1
26	O=C(NCCCc1ccccc1)C1CCC(CNc2c(N3CCCCC3)c(=O)c2=O)CC1 (stereo not given)
27	O=C(Nc1ccccc1)/C(=C\c1ccco1)NC(=O)c1ccco1
28	CN(Cc1ccccc1)C(=O)c1cccc(NC(=O)Cc2ccc([N+](=O)[O-])cc2)c1
29	CC(C)(C)C(=O)Nc1c(Br)c(C2CC2)nn1-c1ccccc1
30	CCOC(=O)N1CCN(CCC(=O)Nc2ccc(Br)cc2)CC1

Assay by compound,25,26,27,28,29,30
Rv3671c inh,-3.1,-6.2,-2.2,6.5,2.9,-5.8
PrPC surface inh,-0.6,2.9,-1.1,-0.6,9.6,-4.6
FadD28 FP inh,-2.4,-2.5,-0.1,-4.0,2.3,1.5
GDH-TPI counter,-6.0,6.2,7.5,3.5,-5.5,8.4
Mtb UGM inh,0.2,1.8,-0.5,-0.3,-3.9,-2.9
FBA Mtb inh,-0.8,-0.1,-3.1,-2.3,1.6,-2.7
MazF activator,-2.6,3.3,7.9,0.6,-6.0,-2.3
BoNT F protease,-1.1,2.5,-5.8,4.4,-60.8,3.9
BioA inh,-0.5,0.2,-4.5,-1.4,1.0,-1.4

31	COCCNS(=O)(=O)c1ccc(Cl)c(C(=O)NC2CCN(Cc3ccccc3)CC2)c1
32	O=C(/C=C/c1ccc(Cl)cc1)Nc1ccc(N2CCCCC2)cc1
33	CC(C)n1c(N2CCCC2)nc2c1c(=O)[nH]c(=O)n2C
34	CCOC(=O)c1[nH]c2ccc(OC)cc2c1NC(=S)N1CCN(c2ccccc2OC)CC1
35	O=C1NC(c2ccccc2)=C(c2ccc3ccccc3n2)C(c2ccccc2)N1 (stereo not given)
36	COCCCNCCC(CCC(C)C)c1ccc2c(c1)OCO2 (stereo not given)

Assay by compound,31,32,33,34,35,36
Rv3671c inh,3.4,-0.5,-2.3,0.1,-7.2,-0.6
PrPC surface inh,-8.9,-6.7,-2.1,2.0,3.8,-5.1
FadD28 FP inh,/,-0.8,-0.6,-3.5,-3.5,-0.9
GDH-TPI counter,-3.4,-3.8,-6.6,12.8,8.8,-2.3
Mtb UGM inh,2.7,-2.8,-0.4,-0.7,-1.6,-0.8
FBA Mtb inh,1.3,-0.9,-1.4,3.2,-2.2,10.6
MazF activator,4.7,-0.4,-4.4,-5.2,3.4,7.1
BoNT F protease,0.7,-5.1,-11.6,0.1,-1.7,/
BioA inh,0.3,-2.5,5.9,/,2.4,6.7

37	CCNC(=O)CC1C(=O)N(c2ccccc2)C(=O)N1Cc1ccc(OC)cc1 (stereo not given)
38	O=C(Nc1ccc(F)c(Cl)c1)c1ccccc1NC(=O)C1CCCCC1C(=O)O (stereo not given)
39	Cc1nc(CNS(=O)(=O)c2ccc(Oc3ccccc3)cc2)cs1
40	O=C(COc1ccc2ccccc2c1Br)N1CCCC1
41	O=C(O)C1CCCCC1C(=O)Nc1ccccn1 (stereo not given)
42	CS(=O)(=O)c1ccc(Cl)c(NC(=O)COC(=O)c2ccc(S(=O)(=O)N3CCCC3)cc2)c1

Assay by compound,37,38,39,40,41,42
Rv3671c inh,0.7,/,2.8,-1.5,5.9,-10.0
PrPC surface inh,-3.1,-2.3,17.4,14.2,5.4,0.6
FadD28 FP inh,0.0,-6.6,-4.2,-4.3,-2.4,0.0
GDH-TPI counter,11.6,-6.6,-1.7,3.9,0.0,4.7
Mtb UGM inh,1.2,/,-0.2,-0.3,-0.7,2.6
FBA Mtb inh,1.2,3.9,-0.4,0.0,1.9,0.3
MazF activator,6.0,2.4,6.7,-1.8,1.9,-50.3
BoNT F protease,1.1,?,0.2,-6.8,?,-7.9
BioA inh,/,2.8,0.2,2.8,-1.9,-0.8

43	O=C(Nc1ccc(Cl)cn1)c1ccc([N+](=O)[O-])o1
44	OC[C@@H]1CN(Cc2ccc(F)cc2)C[C@H](n2cnc3c(N4CCCC4)ncnc32)O1
45	Cc1csc(-c2cnn(-c3ccccc3)c2NC(=O)c2ccccc2)n1
46	O=C(COc1ccc(F)c(Cl)c1)N1CCN(c2ccccn2)CC1
47	COc1ccc(N(C)S(=O)(=O)c2cccc(C(=O)NC3CCCC3)c2)cc1
48	CC1(C)Cc2c(cnn2-c2ccc(F)cc2)C(NC(=O)CCN2CCCCO2)C1 (stereo not given)

Assay by compound,43,44,45,46,47,48
Rv3671c inh,/,/,-1.3,1.4,1.8,-2.9
PrPC surface inh,2.5,9.3,0.3,-6.7,13.7,-3.9
FadD28 FP inh,-0.7,-4.5,-2.5,-3.9,-1.9,1.0
GDH-TPI counter,24.9,0.9,2.5,5.0,1.2,0.0
Mtb UGM inh,/,/,-4.1,-1.2,-0.8,-1.0
FBA Mtb inh,-1.0,-2.7,-0.5,2.3,-0.3,-2.6
MazF activator,10.3,/,5.4,4.9,2.8,5.9
BoNT F protease,3.7,0.3,-16.6,-2.6,-4.4,-7.0
BioA inh,/,0.5,/,3.5,-2.2,-0.6

# Compound profiles, as listed above:
# O=C(Nc1ccc(Cl)cn1)c1ccc([N+](=O)[O-])o1 reads Rv3671c inh: /; PrPC surface inh: 2.5; FadD28 FP inh: -0.7; GDH-TPI counter: 24.9; Mtb UGM inh: /; FBA Mtb inh: -1.0; MazF activator: 10.3; BoNT F protease: 3.7; BioA inh: /
# Cc1csc(-c2cnn(-c3ccccc3)c2NC(=O)c2ccccc2)n1 reads Rv3671c inh: -1.3; PrPC surface inh: 0.3; FadD28 FP inh: -2.5; GDH-TPI counter: 2.5; Mtb UGM inh: -4.1; FBA Mtb inh: -0.5; MazF activator: 5.4; BoNT F protease: -16.6; BioA inh: /

# More structures follow.
49	COc1ccc(OCCSc2nnc(C)n2-c2ccccc2)cc1
50	CC(=O)c1c(N2CCN(Cc3ccccc3)CC2)nc(=S)n(-c2ccccc2)c1C
51	CC(C)(C)c1ccc(C2=CC(c3ccccc3)n3ncnc3N2)cc1 (stereo not given)
52	c1ccc(C2OC3c4cccc5cccc(c45)C3N2c2ccccc2)cc1 (stereo not given)
53	O=C(Nc1ccccc1)N1CC2CC(C1)c1cccc(=O)n1C2 (stereo not given)
54	CCNC(=O)C1(C)CCCN(C(=O)c2csc3ccccc23)C1 (stereo not given)
55	CC1(C(=O)NS(=O)(=O)c2cccc(C#N)c2)CCN1C(=O)CCc1ccccc1 (stereo not given)
56	COc1ccccc1CNC(=O)c1ccc(NS(=O)(=O)c2c(C)noc2C)cc1

Assay by compound,49,50,51,52,53,54,55,56
Rv3671c inh,8.1,3.4,-7.0,-13.8,-3.9,/,/,-1.6
PrPC surface inh,6.2,-8.9,/,-22.7,1.3,-6.9,5.8,8.0
FadD28 FP inh,-4.3,0.4,-0.9,0.5,-0.3,-0.6,-4.8,0.9
GDH-TPI counter,14.4,0.9,4.4,7.8,5.5,10.8,-12.4,6.8
Mtb UGM inh,0.2,2.1,0.9,0.1,2.1,/,/,5.6
FBA Mtb inh,-0.4,-0.1,25.1,-1.3,-2.7,-0.4,0.0,4.5
MazF activator,-19.8,13.3,-3.7,-5.2,-3.9,/,/,5.0
BoNT F protease,-2.8,-0.4,-2.3,-3.9,1.0,-4.9,6.2,2.7
BioA inh,4.2,/,-0.6,-3.4,-1.1,-0.7,-1.2,-1.6
